# Screening results from PubChem BioAssay.
# NR5A2 inv ag: NR5A2 inverse agonism in reporter assay | actives 0.13% (n = 360,000) | HEK293T StAR-luciferase reporter, LRH-1 transfected, 24 h | inhibition, % at 3.6 µM | O00482;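 active means inhibition above the mean inhibition of all tested compounds plus 3 SD, cut at about 73% in these data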;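 further: 0% = DMSO wells and 100% = reporter-only cells lacking LRH-1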
# ABHD5 PLIN5 PPI: inhibitors of human ABHD5-perilipin-5 interaction | actives 0.78% (n = 360,000) | Q00G26+Q8WTS1 | Split G. princeps luciferase complementation, luminescence, 4 h | inhibition, % at 4 µM;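 active means inhibition above the mean inhibition across every tested compound plus 3 SD, cut at about 22% in these data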;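 further: 0% = DMSO only wells and the 100% control is not disclosed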
# SRC2 inh: human SRC2 (NCOA2) inhibition. Q15596. actives 0.17% (n = 370,000). AID 651957. HEK293 GAL4-SRC2 luciferase reporter, luminescence. inhibition, % at 9 µM;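 active means inhibition above the mean inhibition of all tested compounds plus 3 SD, set per campaign, cut at about 52% in these data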;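 further: 0% = DMSO treated cells and 100% = cells given Gossypol at 36 µM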
# MC4R barr agon: agonists of human melanocortin 4 receptor (MC4R) beta-arrestin; P32245; U2OS MC4R beta-arrestin complementation, luminescence; percent of melanotan II response, DMSO zero; activation, % at 8.9 µM; actives 0.98% (n = 360,000); AID 540308;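 active means activation above a per-plate cutoff, the mean activation of sample wells on that plate plus 3 SD, cut at about 8% in these data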
# Target sequence (P32245 whole entry, looked up): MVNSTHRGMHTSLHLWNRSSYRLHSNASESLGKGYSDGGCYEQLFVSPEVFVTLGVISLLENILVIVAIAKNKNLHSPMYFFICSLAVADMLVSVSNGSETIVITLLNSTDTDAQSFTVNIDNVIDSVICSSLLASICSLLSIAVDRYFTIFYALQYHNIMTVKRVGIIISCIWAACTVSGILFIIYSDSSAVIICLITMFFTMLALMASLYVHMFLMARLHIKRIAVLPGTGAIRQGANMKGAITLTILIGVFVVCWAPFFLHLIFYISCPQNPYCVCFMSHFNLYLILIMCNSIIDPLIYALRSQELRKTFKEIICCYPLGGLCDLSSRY
# NCOA1 inh: human NCOA1 inhibition. HEK293 GAL4-SRC1 luciferase reporter, luminescence. Q15788. inhibition, % at 3.6 µM. actives 0.12% (n = 360,000). AID 588354;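 active means inhibition above the campaign mean plus 3 SD, with each screening campaign given its own cutoff, cut at about 60% in these data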;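 further: 0% = DMSO treated cells and 100% = gossypol at 36 µM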
# NOD2 RIPK2 PPI: NOD2-RIPK2 protein interaction inhibition | O43353 | CHO BLA complementation NOD2-RIPK2, CCF4 ratio | inhibition, % at 4.98 µM | actives 0.38% (n = 360,000) | AID 624267; in the data active means inhibition above about 21%;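 further: 0% = vehicle only and 100% = reference blocker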
# MC4R antag cAMP: blocks human MC4R cAMP signaling; P32245; inhibition, % at 6.5 µM; actives 0.48% (n = 360,000); MC4R-expressing cells, MTII-stimulated cAMP, LANCE TR-FRET;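 active means inhibition above its plate's cutoff, the mean of tested wells on that plate plus 3 SD, cut at about 29% in these data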;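 further: 0% = Melanotan II alone and 100% = Melanotan II plus saturating MCL0020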
#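 Assay system: U2OS-MC4R stable cell line; Also added: Melanotan II; Technique: Eu-cAMP/anti-cAMP TR-FRET, emission 671 nm; Times: 30-min compound, 1-h challenge, 1-h detection, room temperature.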
# TLR9-MyD88 inh: inhibitors of human TLR9-MyD88 binding; CHO BLA complementation TLR9-MyD88, CCF4 FRET ratio; inhibition, % at 4.98 µM; actives 0.21% (n = 340,000); Q9NR96+Q99836;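 active means inhibition above the mean over all tested compounds plus 3 SD, cut at about 21% in these data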;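 further: 0% = DMSO only wells and 100% = clavulanate BLA inhibitor control wells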
# NR2F2 inh: blocks human COUP-TFII nuclear receptor. HEK293T NGFI-A luciferase reporter, luminescence. actives 0.7% (n = 370,000). inhibition, % at 8.6 µM. P24468;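 active means inhibition above a per-plate cutoff, mean inhibition of test wells between control levels plus 3 SD, cut at about 38% in these data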;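 further: cells cotransfected with COUP-TFII expression vector driving the NGFI-A reporter; 0% = median of COUP-TF2 test wells and 100% = reporter-only cells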
# Target sequence (P24468 whole entry, looked up): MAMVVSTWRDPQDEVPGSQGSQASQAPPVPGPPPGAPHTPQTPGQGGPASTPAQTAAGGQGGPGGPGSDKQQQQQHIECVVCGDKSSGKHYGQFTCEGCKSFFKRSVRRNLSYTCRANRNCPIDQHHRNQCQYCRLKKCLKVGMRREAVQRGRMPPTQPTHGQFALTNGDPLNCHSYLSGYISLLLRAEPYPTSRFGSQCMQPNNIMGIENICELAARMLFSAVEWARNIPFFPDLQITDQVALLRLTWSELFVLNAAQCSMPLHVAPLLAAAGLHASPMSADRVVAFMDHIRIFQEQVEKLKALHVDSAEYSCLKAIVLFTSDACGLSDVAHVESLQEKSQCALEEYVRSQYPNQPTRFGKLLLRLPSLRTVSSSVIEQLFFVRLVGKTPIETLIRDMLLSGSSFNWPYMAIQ
# NCOA3 inh: inhibitors of human steroid receptor coactivator 3 (SRC3) | AID 588352 | HEK293 GAL4-SRC3 luciferase reporter, luminescence | Q9Y6Q9 | inhibition, % at 3.6 µM | actives 0.17% (n = 360,000);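 active means inhibition above a per-campaign cutoff, the mean of all compounds plus 3 SD, cut at about 60% in these data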;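 further: 0% = DMSO-treated cells and 100% = gossypol-treated cells at 36 µM; higher means less SRC3-driven luciferase light from the GAL4 reporter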
# LMP1 NFkB inh: Epstein-Barr LMP1 NF-kappaB reporter inhibition. LMP1-induced NF-kappaB luciferase reporter cells, luminescence. actives 0.69% (n = 350,000). inhibition, % at 12.5 µM; in the data active means inhibition above about 41%;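 further: 0% = neutral control wells and 100% = reference inhibitor control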
# Active calls of the source: *; · = no result given. Only part of the results is shown; count on the stated rates, not on these rows.
TLR9-MyD88 inh	SMILES	NCOA1 inh	SRC2 inh	MC4R antag cAMP	LMP1 NFkB inh	ABHD5 PLIN5 PPI	NR5A2 inv ag	MC4R barr agon	NR2F2 inh	NCOA3 inh	NOD2 RIPK2 PPI
-10.3	COc1ccc(C(=O)CN2CCN(c3ccc(F)cc3)CC2)cc1OC	11.8	8.3	1.0	-0.5	14.0	16.2	0.4	-4.2	8.3	5.5
-4.2	O=C(NC(=S)Nc1cccc2ncccc12)c1ccccc1	4.7	-2.5	0.1	-6.7	-6.2	2.5	-2.8	-8.9	3.0	-0.2
·	COc1cccc(S(=O)(=O)Nc2ccc3c(c2)C(=O)N(C)C[C@H](OC)[C@H](C)CN[C@@H](C)CO3)c1	·	-0.4	·	·	0.8	-9.5	·	-13.1	·	-24.0
-3.1	COc1ccc(OCC(=O)NNC(=S)NC(=O)C2CC2)cc1	-10.5	-23.1	10.1	9.9	-0.9	-14.7	-2.5	-3.1	-25.6	-9.0
8.9	O=C(Cc1cccc2ccccc12)Nc1ccc(Br)cc1C(=O)O	-4.3	-30.5	6.3	1.1	0.2	-4.9	0.3	-7.6	5.6	-5.0
-1.1	CCOC(=O)C1CN(Cc2ccccc2)C(=O)C1=O (configuration not stated)	-4.0	-2.5	-4.5	-4.2	0.0	1.0	-0.7	-17.9	-4.1	-10.9
2.0	O=c1[nH]c(/C=C/c2ccccc2Cl)nc2ccccc12	-72.6	-86.1	-6.5	-42.3	-11.2	-87.7	1.6	-11.9	-82.7	-10.9
-9.5	COc1ccc(OC)c(NC2=C(Cl)C(=O)N(Cc3ccccc3)C2=O)c1	-19.6	20.3	18.0	5.7	-0.3	13.8	0.2	10.8	11.3	-1.2
-4.8	O=C(COC(=O)c1cncc(Br)c1)NCC12CC3CC(CC(C3)C1)C2	0.8	-16.3	2.8	2.9	10.2	-9.8	-1.2	-17.7	-19.2	6.1
-8.6	O=C1NC2(CCCCC2)C(=O)N1CCS(=O)(=O)Oc1ccc(Br)cc1	-8.8	15.5	5.4	-6.2	-1.9	3.2	-1.3	-6.6	16.8	-4.7
-4.8	CCOC(=O)CNC(=O)CSc1nnc(CCc2nc3ccccc3[nH]2)n1C	2.9	-35.3	7.3	-4.6	-23.3	-2.2	-1.4	3.5	4.0	-4.3
-3.3	CSc1ncccc1C(=O)NC1CCN(Cc2ccccc2)CC1	3.3	-60.1	6.0	-5.7	3.3	-14.1	-0.8	3.3	19.5	-9.0
7.6	O=C1NCC(COc2cccc3ccccc23)O1 (configuration not stated)	6.8	14.1	3.4	2.2	1.0	0.0	-3.2	-5.4	14.1	-0.6
-7.5	COC(=O)c1cc(Br)c(=O)n(CCC2=CCCCC2)c1	17.3	7.8	14.6	-2.2	2.1	-4.5	1.0	-7.2	-3.1	-5.9
3.5	CC(C)C(NC(=O)CCNC(=O)c1ccc(C(C)(C)C)cc1)c1nc2ccccc2[nH]1 (configuration not stated)	-13.8	19.0	14.5	-3.4	6.9	-11.2	0.7	15.9	1.1	-0.1
4.0	Cc1ccnc2c1NC(=O)c1cccnc1N2C1CC1	-9.9	-15.4	13.0	-7.4	1.7	-26.9	0.1	-23.1	-6.6	-1.9
-2.5	COc1cc(/C=N/NC(=O)COc2cccc(F)c2)ccc1OS(=O)(=O)c1ccc(C)cc1	-10.8	14.0	5.8	4.2	-2.2	7.1	0.5	11.4	14.4	-3.2
8.2	O=C(Nc1ccc(Cl)cn1)c1cccc2ccccc12	-23.2	-14.2	-18.6	-10.0	9.6	8.1	-1.2	16.1	-21.7	5.0
-0.2	O=C(CO/N=C/c1ccc(OC(F)F)cc1)NC1CCCCCC1	5.7	-11.2	10.8	-5.8	4.3	12.5	-0.3	10.4	16.9	1.6
-12.1	COc1ccc(CNC(=O)C(=O)NCC2OCCN2S(=O)(=O)c2ccc(C)cc2)cc1 (configuration not stated)	-14.0	8.8	4.9	5.0	0.2	4.2	-0.2	-0.4	12.8	-2.0
-2.2	COC(=O)[C@]1(C)N[C@H](c2ccc(-c3ccc(Cl)c(Cl)c3)cc2)[C@@H]2C(=O)N(C)C(=O)[C@@H]21	0.8	-3.1	9.3	6.6	-4.5	22.8	1.1	-7.7	0.9	0.8
-2.3	COc1ccccc1C1N=C(c2ccccc2C)NO1 (configuration not stated)	-55.6	-35.2	-1.1	-29.3	-5.0	-70.4	-2.8	-61.6	-58.5	0.0
-2.1	CN(C)c1ccc(P(=O)(OCc2ccccc2)C(O)c2ccncc2)cc1 (configuration not stated)	-7.3	22.5	-2.5	-4.2	6.2	8.7	-0.5	6.7	-9.3	-2.7
-7.7	COc1ccc(Cl)cc1NC(=O)c1cc(-c2ccccc2O)n[nH]1	-26.4	2.5	1.8	-4.4	6.9	-13.5	0.1	-21.5	3.9	1.8
-7.3	COc1cccc(C(=O)Nc2nc(C)cs2)c1	-191.1	-49.4	4.8	-11.1	-0.9	-148.1	1.2	-44.1	-93.8	-8.9
-8.5	Cc1nn(C(=O)c2ccc([N+](=O)[O-])cc2)c(C)c1Br	-2.2	13.3	12.1	1.6	-2.9	4.1	0.2	3.3	12.1	1.8
1.8	COc1c(C)cc(S(=O)(=O)NCc2ccccn2)c(C)c1C	-28.4	-1.3	2.9	-3.2	4.7	-14.3	-0.8	-15.6	2.8	-7.1
0.5	O=C(Cc1cccs1)Nc1ccc(S(=O)(=O)N2CCCC2)cc1	-7.4	7.8	4.5	-8.8	-10.2	12.9	-1.0	-1.9	5.9	-1.2
4.0	Cc1cccc(NC(=S)NNC(=S)NC2CCCCC2)c1C	11.3	-5.2	4.6	-11.5	-13.5	-16.8	1.6	-4.3	10.5	-14.4
-3.7	CC1=C/C(=N\NC(=S)NCc2ccccc2)CC1	-9.6	-33.0	1.3	-9.9	-1.9	-13.2	1.6	-26.3	3.0	-4.0
-1.3	O=C(c1sc2cc(Cl)ccc2c1Cl)N1CCN(CCc2ccccn2)CC1	3.1	7.8	3.9	3.1	-0.6	-6.3	-1.6	12.9	-4.5	9.6
-3.5	CCOC(=O)CCCNC(=O)CN1C(=O)NC2(CCCCCC2)C1=O	-4.8	9.6	8.8	-9.5	6.4	0.1	1.9	7.5	7.1	-3.9
4.6	Clc1cccc(-c2ccc(/C=N/n3cnnc3)o2)c1Cl	9.6	4.9	3.2	6.9	9.5	-0.2	-0.5	0.0	14.6	0.5
7.8	COc1ccc(N2C(=O)C(Cl)=C(Nc3ccccc3O)C2=O)cc1	-38.8	-15.3	-0.9	-18.7	3.0	15.2	-2.3	-21.7	-38.0	-0.2
0.1	FC(F)(F)c1ccc(Cl)c(NC(=S)NC2CC2)c1	-29.9	10.5	2.2	-4.5	-0.4	1.3	1.5	-0.5	19.8	-5.5
·	CCCS(=O)(=O)NC(=O)C1(C)CCN(C(=O)c2ccc(OC)c(F)c2)C1 (configuration not stated)	0.9	·	-2.2	·	0.6	10.1	-1.2	·	-16.3	4.6
-0.6	CC(O)c1nc2c(c(=O)n(C)c(=O)n2C)n1C (configuration not stated)	-29.9	10.1	11.4	-3.2	-2.4	-2.2	-1.0	-10.2	-12.4	-2.1
0.3	CS(=O)(=O)c1ccc(C(=O)N(CCc2ccccc2)Cc2ccccc2)cc1	-10.2	-10.4	0.3	-1.9	-10.9	-25.0	-2.3	-16.1	-7.3	5.8
-1.4	CCC1(C)Cc2nc3sc(C(=O)O)c(N)c3cc2CO1 (configuration not stated)	-15.4	-59.2	-1.9	-8.0	-4.8	-28.7	0.2	-19.9	-26.0	-6.1
-6.9	Cc1cc(=O)[nH]c(NC(=O)Cc2ccccc2)n1	2.2	10.9	21.3	3.3	-2.4	-6.4	-0.8	0.3	-2.9	2.8
-0.8	CC1CCCC(C)N1C(=O)CN1c2cccc3cccc(c23)S1(=O)=O (configuration not stated)	-3.3	-18.5	8.7	3.0	-1.7	19.9	-3.1	4.0	7.8	-0.8
3.1	O=C(Nc1cccs1)Nc1ccccc1Cl	-30.6	-6.8	3.1	-3.0	-2.0	-34.7	-0.3	-2.5	-40.1	-3.8
-12.8	CN(Cc1nc(-c2ccncc2)no1)S(=O)(=O)c1ccc(Cl)cc1	6.1	-2.6	4.6	6.4	-4.8	-1.4	-2.4	5.2	16.0	-5.1
-1.6	C=C[C@@H]1c2ccccc2N(S(=O)(=O)c2ccc(C)cc2)[C@H](c2ccccc2)C1(C#N)C#N	-7.5	-10.8	2.1	-18.3	13.9	-7.3	0.9	3.3	11.1	-10.9
-0.9	COc1ccc(-n2c(C)nnc2SCC(=O)N2C(C)CCCC2C)cc1 (configuration not stated)	-0.2	-4.0	16.0	1.0	1.2	1.9	1.0	15.3	-14.0	-9.7
-17.6	Cc1ccc(CN(C)C(=O)COC(=O)CSc2cc(C)c3ccccc3n2)cc1	4.9	21.6	4.5	-0.9	11.9	-0.1	1.0	-5.1	-0.2	-5.3
-2.3	O=C1CCCCC1Nc1ccc([N+](=O)[O-])cc1 (configuration not stated)	-1.8	-21.9	-2.3	-2.0	-1.7	1.8	-2.4	1.8	-5.1	7.3
6.3	C=CCC1(CC=C)CCCN1C(=O)CC1C(=O)NCCN1Cc1cccc(OC)c1 (configuration not stated)	9.2	-12.3	2.5	19.1	-4.8	-10.9	-4.1	2.6	7.8	-9.2

# Part of the list above, showing only ABHD5 PLIN5 PPI and NOD2 RIPK2 PPI.
canonical_smiles	ABHD5 PLIN5 PPI	NOD2 RIPK2 PPI
O=C(Nc1ccc(Cl)cn1)c1cccc2ccccc12	9.6	5.0
O=C1NC2(CCCCC2)C(=O)N1CCS(=O)(=O)Oc1ccc(Br)cc1	-1.9	-4.7

# (continued)
TLR9-MyD88 inh	SMILES	NCOA1 inh	SRC2 inh	MC4R antag cAMP	LMP1 NFkB inh	ABHD5 PLIN5 PPI	NR5A2 inv ag	MC4R barr agon	NR2F2 inh	NCOA3 inh	NOD2 RIPK2 PPI
1.1	COC(=O)COc1ccccc1C(=O)Nc1ccc(OC)cc1	9.8	-3.3	-5.7	-3.0	6.9	20.2	-1.8	13.0	2.7	-8.7
9.0	CCOC(=O)c1c(CSc2ccc(C)cc2)n(C)c2cc(Br)c(O)c(CN(C)C)c12	-7.0	24.1	8.7	-13.0	6.6	-0.6	-0.1	15.7	-0.9	11.8
4.2	CN(C)c1ccc(CN(C(=O)COc2ccc(F)cc2)C2CCS(=O)(=O)C2)cc1 (configuration not stated)	-7.2	·	0.4	6.4	1.7	6.3	-3.2	·	6.9	-2.6
-1.8	COCCCNC(=O)CCc1nc2cccnc2n1Cc1ccc(OC)cc1	-58.7	2.4	1.8	8.8	2.9	-1.8	-0.8	5.1	-6.1	-14.8
-1.4	Oc1cccc(CN2CCCCC2)c1	-35.1	·	9.8	1.2	-0.8	7.6	-2.0	·	11.2	-9.3
-7.9	CO/N=C/c1cc([N+](=O)[O-])ccc1Sc1ccc(C)cc1	-6.8	-3.7	-0.8	-4.6	-5.8	-8.1	2.8	11.0	11.8	3.9
